# From PubChem
# Vif inh: HIV Vif self-association inhibitors, primary screen, imaging, HEK293T, single point. 0.35% of 340,000 active. inhibition, % at 7.49 µM. HEK293T cells, Vif self-association by quenched fluorescence, 24 h. AID 602346, 2012; in the data active = inhibition above about 50%, passing the limit was not always enough; note: some results filed as inactive read as strong as hits
# NCOA1 inh: SRC1 coactivator transcriptional activity inhibitors, primary screen, cell-based, luminescence | Nuclear receptor coactivator 1 (Homo sapiens), Q15788 | HEK293 GAL4-SRC1 luciferase reporter | inhibition, % at 3.6 µM | 0.12% of 360,000 active | AID 588354, 2011;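 active = inhibition above the campaign mean plus 3 SD, with each screening campaign given its own cutoff, cut at about 60% in these data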;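 note: 0% = DMSO treated cells and 100% = gossypol at 36 µM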
# SRC2 inh: inhibition of GAL4-SRC2 driven luciferase reporter, primary screen, SRC2 inhibitor project, cell-based, luminescence. Nuclear receptor coactivator 2 (Homo sapiens), Q15596. HEK293 GAL4-SRC2 luciferase reporter. inhibition, % at 9 µM. 0.17% of 370,000 active. AID 651957, 2012;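 active = inhibition above the mean inhibition of all tested compounds plus 3 SD, set per campaign, cut at about 52% in these data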;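 note: 0% = DMSO treated cells and 100% = cells given Gossypol at 36 µM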
# TROY signal inh: inhibitors of TROY-driven NF-kB signaling, primary screen, Q293 LMP1-TROYcd cells, NF-kB luciferase, uHTS; Q293 LMP1-TROYcd NF-kB luciferase reporter, 4 h; inhibition, % at 10 µM; 0.98% of 360,000 active; AID 1347056, 2019;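 active = compounds whose plate-normalised and pattern-corrected inhibition of the luciferase reporter signal at the single screening dose is 50% or more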
# NR2F2 inh: NR2F2 transcriptional activity inhibitors, primary screen, cell-based, luciferase reporter, HEK293T, luminescence. AID 686940, 2013. inhibition, % at 8.6 µM. 0.7% of 370,000 active. COUP transcription factor 2 (Homo sapiens), P24468. HEK293T NGFI-A luciferase reporter;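 active = inhibition above a per-plate cutoff, mean inhibition of test wells between control levels plus 3 SD, cut at about 38% in these data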;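 note: cells cotransfected with COUP-TFII expression vector driving the NGFI-A reporter; 0% = median of COUP-TF2 test wells and 100% = reporter-only cells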
# NOD2-RIPK2 inh: NOD2-RIPK2 binding disruptors in cells, primary screen, fluorescence, CHO cells, BLA complementation. Receptor-interacting serine/threonine-protein kinase 2 (Homo sapiens), O43353. 0.38% of 360,000 active. CCF4 ratio. inhibition, % at 4.98 µM. AID 624267, 2012; in the data active = inhibition above about 21%;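 note: 0% = vehicle only and 100% = reference blocker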
# LRH-1 inv ag: LRH-1 (NR5A2) inverse agonists, primary screen, cell-based, luminescence, HEK293T, StAR-luciferase reporter. LRH-1 transfected, 24 h. inhibition, % at 3.6 µM. 0.13% of 360,000 active. AID 602396, 2012;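 active = inhibition above the mean inhibition of all tested compounds plus 3 SD, cut at about 73% in these data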;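 note: 0% = DMSO wells and 100% = reporter-only cells lacking LRH-1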
# C8 TRAIL sens: viability loss with TRAIL in NB7+C8 cells, primary screen, TRAIL sensitizer project, cell-based, ATPlite luminescence. inhibition (viability loss, TRAIL sensitization), % at 10 µM. 1% of 360,000 active. AID 624354, 2012;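 active = compounds causing at least 50% loss of cell viability in the single-dose screen, relative to plate controls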
# NCOA3 inh: SRC3 coactivator transcriptional activity inhibitors, primary screen, cell-based, luminescence. Nuclear receptor coactivator 3 (Homo sapiens), Q9Y6Q9. HEK293 GAL4-SRC3 luciferase reporter. inhibition, % at 3.6 µM. 0.17% of 360,000 active;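 active = inhibition above a per-campaign cutoff, the mean of all compounds plus 3 SD, cut at about 60% in these data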;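 note: 0% = DMSO-treated cells and 100% = gossypol-treated cells at 36 µM; higher means less SRC3-driven luciferase light from the GAL4 reporter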
# Target sequence (Q9Y6Q9 whole entry, looked up, the tested form may be a part): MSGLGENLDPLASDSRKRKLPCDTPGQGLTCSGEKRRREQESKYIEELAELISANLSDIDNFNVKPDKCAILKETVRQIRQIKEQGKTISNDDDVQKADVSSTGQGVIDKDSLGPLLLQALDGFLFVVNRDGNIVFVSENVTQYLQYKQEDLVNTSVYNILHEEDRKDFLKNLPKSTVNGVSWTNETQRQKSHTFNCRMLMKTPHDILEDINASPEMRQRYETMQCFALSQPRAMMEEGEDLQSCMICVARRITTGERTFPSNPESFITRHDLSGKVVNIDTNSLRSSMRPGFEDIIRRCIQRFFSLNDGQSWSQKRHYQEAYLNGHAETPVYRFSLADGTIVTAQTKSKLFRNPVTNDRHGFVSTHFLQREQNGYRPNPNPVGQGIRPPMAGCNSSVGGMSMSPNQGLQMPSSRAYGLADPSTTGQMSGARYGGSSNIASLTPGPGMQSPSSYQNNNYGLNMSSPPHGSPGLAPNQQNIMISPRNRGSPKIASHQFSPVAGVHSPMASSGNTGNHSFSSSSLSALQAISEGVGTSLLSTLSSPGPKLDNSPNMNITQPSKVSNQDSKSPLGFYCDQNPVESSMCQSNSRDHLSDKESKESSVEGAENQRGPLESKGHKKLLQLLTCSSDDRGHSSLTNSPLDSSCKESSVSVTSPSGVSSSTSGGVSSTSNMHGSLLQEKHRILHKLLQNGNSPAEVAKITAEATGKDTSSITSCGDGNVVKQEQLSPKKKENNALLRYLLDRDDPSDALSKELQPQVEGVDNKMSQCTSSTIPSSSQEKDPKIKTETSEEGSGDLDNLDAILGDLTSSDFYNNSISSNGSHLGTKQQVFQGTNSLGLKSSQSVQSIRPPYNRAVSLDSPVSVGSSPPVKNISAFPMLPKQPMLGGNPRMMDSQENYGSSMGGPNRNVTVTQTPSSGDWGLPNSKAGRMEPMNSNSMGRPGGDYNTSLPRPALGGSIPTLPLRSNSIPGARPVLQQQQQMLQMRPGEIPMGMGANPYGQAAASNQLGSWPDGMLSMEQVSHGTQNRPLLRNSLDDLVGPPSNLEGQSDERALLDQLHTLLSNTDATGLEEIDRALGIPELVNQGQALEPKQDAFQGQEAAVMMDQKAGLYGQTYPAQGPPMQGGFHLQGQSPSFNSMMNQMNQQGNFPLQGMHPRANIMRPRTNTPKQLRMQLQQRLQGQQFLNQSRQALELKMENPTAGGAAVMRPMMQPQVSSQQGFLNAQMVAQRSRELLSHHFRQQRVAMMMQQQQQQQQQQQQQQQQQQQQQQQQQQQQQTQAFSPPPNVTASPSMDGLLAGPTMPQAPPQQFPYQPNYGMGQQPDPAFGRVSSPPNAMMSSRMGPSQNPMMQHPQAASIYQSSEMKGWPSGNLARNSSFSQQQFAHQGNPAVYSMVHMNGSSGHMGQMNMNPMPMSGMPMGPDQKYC
# TLR9-MyD88 inh: inhibitors of TLR9-MyD88 association in cells, primary screen, cell-based, CHO, BLA complementation, fluorescence | inhibition, % at 4.98 µM | Toll-like receptor 9 (Homo sapiens) + Myeloid differentiation primary response protein … | 0.21% of 340,000 active | CCF4 FRET ratio | AID 504734, 2011;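 active = inhibition above the mean over all tested compounds plus 3 SD, cut at about 21% in these data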;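 note: 0% = DMSO only wells and 100% = clavulanate BLA inhibitor control wells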
# EBV LMP1 NFkB: EBV LMP1-driven NF-kappaB luciferase reporter inhibitors, primary screen, cell-based, luminescence, single point; LMP1-induced NF-kappaB luciferase reporter cells; inhibition, % at 12.5 µM; 0.69% of 350,000 active; AID 504558, 2011; in the data active = inhibition above about 41%;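 note: 0% = neutral control wells and 100% = reference inhibitor control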
# * = called active by the depositor; x = not tested or not shown.
SMILES,Vif inh,NCOA1 inh,SRC2 inh,TROY signal inh,NR2F2 inh,NOD2-RIPK2 inh,LRH-1 inv ag,C8 TRAIL sens,NCOA3 inh,TLR9-MyD88 inh,EBV LMP1 NFkB
O=C(NC(C(=O)N/N=C/c1cc([N+](=O)[O-])ccc1O)c1n[nH]c(=O)c2ccccc12)c1ccccc1 (stereo not drawn),17.4,5.0,25.8,19.1,-16.7,7.1,-10.4,-1.4,13.2,-9.7,5.8
CC(C)CC(N)c1csc(Nc2ccc(C(=O)NCCO)cc2)n1 (stereo not drawn),-6.0,-6.3,-0.3,-9.7,-10.1,-3.9,-1.2,-10.3,0.3,x,x
CCOc1ccc(NC2CCCCC2NS(=O)(=O)c2ccccc2)cc1 (stereo not drawn),-7.5,-17.2,6.1,-1.2,-4.0,-3.1,21.8,6.9,10.7,-3.6,1.8
CCCNC(=O)COC(=O)/C=C/c1ccc2c(c1)OCO2,14.2,-14.3,8.7,2.3,8.7,-9.3,-0.8,11.5,2.5,-5.2,-1.3
Cc1ccnc(NC(=O)C2CCN(S(=O)(=O)c3c(C)c(C)cc(C)c3C)CC2)c1,17.6,8.9,-18.0,30.9,5.9,-5.3,42.3,17.6,-0.3,-11.2,2.5
NC(=O)CSc1nnc2n(N)c(=O)c3ccccc3n12,4.1,3.8,-8.1,-15.4,-13.5,-8.1,3.8,-1.6,-3.7,0.0,6.5
CCOc1ccc(N2C(=O)CC(N3CCN(C(=O)c4ccco4)CC3)C2=O)cc1 (stereo not drawn),2.3,0.5,9.8,-10.1,-15.0,-3.6,7.4,-19.6,-31.1,6.4,-4.3
CCOc1ccc(C(=O)NCCCCNC(=O)c2ccc(OCC)cc2)cc1,-0.3,-12.7,-15.8,6.7,24.3,-16.4,-20.6,-10.8,-10.5,5.3,-14.8
O=C(NCc1cc(Cl)cc(Cl)c1)c1csc([C@@H]2O[C@H](CO)[C@H](O)[C@H](O)[C@H]2O)n1,-10.8,-3.9,14.8,0.4,1.2,0.0,-2.1,1.8,-14.8,x,x
CCCn1c(O)c(N=NC(=O)CNC(=O)c2cccnc2)c2ccccc21,-1.6,-17.4,-4.1,3.8,14.9,-2.2,-12.3,-16.9,-21.7,-8.6,0.3
O=C(N/N=C/c1ccccn1)c1cc(-c2ccc(Br)cc2)nc2ccccc12,12.6,-3.6,8.4,-4.6,3.9,-13.4,-5.4,32.0,19.8,-4.7,2.6
CC[C@]12c3[nH]c4cc(-c5ccco5)ccc4c3CCN1C(=O)[C@@H](CC(=O)NCCCN(C)C)C[C@@H]2C(=O)N1CCN(C(=O)c2ccco2)CC1,6.1,-11.3,-11.2,4.5,-5.2,3.0,10.0,-2.1,3.0,-0.3,0.3
COc1ccc(N2CCN(Cc3cc4c(cc3O)CCC4)CC2)cc1,-9.1,-29.6,11.5,13.6,4.3,-0.7,5.8,15.4,3.8,-3.3,-1.8
c1ccc2c(c1)ncc1cccn12,-1.6,22.6,-15.1,9.2,11.7,1.6,8.5,-4.0,15.9,-5.3,2.0
CN(CC(=O)Nc1c(Cl)cccc1Cl)C(=O)C1CSC2(C)CCC(=O)N12 (stereo not drawn),-8.4,-44.4,14.3,-13.4,4.4,15.6,15.6,-13.2,5.1,-1.2,-2.1
Cc1ccc(C2=NN=C(NC(=O)CSc3nnc4c5ccccc5n(C)c4n3)SC2)cc1,-4.3,-26.6,x,-9.1,x,-7.6,-4.1,11.3,-8.3,4.5,-13.3
O=C(CCc1cn(Cc2ccc(F)cc2)c2ccccc12)N1CCOCC1,x,5.2,-23.6,-4.8,14.1,1.3,-6.5,-6.2,-28.3,0.8,-10.0
CCOC(=O)c1[nH]c(C)c(CN(CCc2ccccc2)S(C)(=O)=O)c1C,2.2,-8.2,7.8,-1.1,-8.6,-12.5,-29.2,3.4,-8.0,-7.9,3.5
O=C(CCc1ccccc1)NC1CCS(=O)(=O)C1 (stereo not drawn),1.7,2.6,-25.7,-5.5,4.8,-15.8,-8.7,12.9,2.9,4.7,1.2
CC(C)Oc1ccc(N2CC(C(=O)OCC(=O)NCc3ccccc3)CC2=O)cc1 (stereo not drawn),4.9,-3.1,5.3,-1.4,-15.9,-4.0,19.2,-4.9,-4.4,-2.1,0.1
Cc1nc2ccc(Br)cn2c1NC(C)(C)C,-4.9,-6.3,3.5,2.0,6.6,6.6,5.0,-4.5,0.4,7.8,-6.6
COc1ccccc1-c1ccc(C(=O)O)o1,-6.5,-6.8,-4.6,-67.7,12.0,-2.0,-5.9,-3.8,-17.9,-14.9,-12.4
Cc1ccc(NC(=O)c2cccc(-n3cnnn3)c2)cc1Cl,-4.8,-1.3,-12.3,-18.0,-16.4,-13.9,-39.4,-11.7,-9.1,-10.7,5.9
COc1ccc(CCC(=O)NC(C)C2CCCO2)cc1 (stereo not drawn),25.6,-12.1,-16.6,13.5,3.9,-2.9,-9.0,-5.2,-3.7,-11.8,-1.2
O=C(CCNS(=O)(=O)c1ccc(Cl)cc1)N1CCOCC1,14.8,-68.0,-12.1,-13.7,-20.1,-4.8,-4.4,9.0,4.0,-3.8,-3.7
COc1ccc(C2=NOC(C)(c3nnc(Cc4ccccc4)o3)C2)cc1 (stereo not drawn),1.0,2.5,15.1,-26.9,10.0,-7.3,17.4,3.1,2.1,-6.1,1.9
COCC(C)N=C1NN=C(c2cc(C)n(Cc3ccccc3Cl)c2C)CS1 (stereo not drawn),-12.8,-52.0,-28.6,38.5,9.2,1.5,-52.3,33.4,-18.8,-6.6,-4.8
Cc1[nH]c(C(=O)N/N=C/c2ccc(N(C)C)cc2)c(C)c1C(=O)N/N=C/c1ccc(N(C)C)cc1,-10.3,-6.8,-10.4,-34.1,23.5,-7.0,7.4,1.2,-3.8,-11.5,1.4
CC(C)NC(=O)C(c1ccc(F)cc1)N(C(=O)CCC(=O)Nc1ccccn1)c1cccc(F)c1 (stereo not drawn),74.3*,-6.5,-7.7,8.8,-14.0,-5.7,-2.9,-12.3,-0.7,1.1,-1.6
Cc1cc(NC(=O)CN2CCCC(C)C2)n(-c2nc3ccccc3s2)n1 (stereo not drawn),0.6,1.3,-4.7,3.2,-2.5,-15.3,17.4,-4.2,5.1,-4.8,-7.5
CNC(=O)/C(=C\c1cccc(Oc2ccccc2)c1)NC(=O)c1ccccc1,x,20.1,-11.0,-20.5,8.6,-0.1,4.6,-8.3,23.3,12.0,1.9
CC1(C)C(=O)Nc2ccccc2N1C(=O)COC(=O)c1cc([N+](=O)[O-])ccc1N,2.2,7.6,18.4,10.5,17.4,-5.3,13.8,-9.0,-10.5,-2.5,3.9
O=C(CNCC1CCCCC1)Nc1ccccc1N1CCCCC1,-8.6,-14.7,-2.7,-5.5,21.1,-11.2,-3.4,-13.1,5.9,-1.6,-1.1
Cc1ccc(-c2noc(CCCc3ccccc3)n2)cc1,14.4,-21.0,-25.9,-50.2,-33.3,-3.4,7.4,10.3,-35.5,-1.0,-10.5
O=C(COC(=O)C1(c2ccc(F)cc2)CCCC1)NCc1ccc2c(c1)OCO2,-6.4,10.0,-8.8,25.8,-2.8,-5.4,-21.7,1.7,-3.5,-9.1,2.5
CCN1/C(=C/c2ccc3cc(C)ccc3[n+]2CC)Sc2ccccc21,11.8,65.1*,-29.8,64.9*,85.5*,17.3,95.7*,31.7,55.1,3.8,-6.3
O=C(CSc1ccccc1C(=O)NCCCN1CCCC1=O)NCc1ccco1,-0.5,-10.0,-5.3,-0.5,9.8,-9.3,-0.2,14.2,-0.5,-1.1,-9.6
CCCNC(=O)CSc1nc(Cc2ccccc2)nc2ccccc12,-6.0,7.0,6.5,12.7,8.1,-11.0,3.8,7.7,10.4,7.3,6.7
C/C(=N/OC(=O)c1c(-c2c(Cl)cccc2Cl)noc1C)c1cnccn1,-3.3,-8.9,8.4,-8.1,9.4,1.5,1.9,-2.1,13.5,-0.8,-7.6
CCN1CCN(C2=CC3=CC(=C(C#N)C#N)CCC3CC2)CC1 (stereo not drawn),x,-2.7,x,-9.3,x,8.0,-1.6,0.5,16.0,5.7,-18.5
COc1ccc(CC2C(=O)NC(C)C(=O)N(C)C3Cc4ccc(cc4)Oc4cc(ccc4O)CC(C(=O)NC(C)C(=O)NC(C)C(=O)N2C)N(C)C3=O)cc1 (stereo not drawn),1.2,93.5*,76.1*,84.3*,87.8*,22.4*,97.8*,66.4*,93.8*,-1.7,81.6*
COC(=O)c1cc(NS(=O)(=O)c2ccc(Cl)c(N3C(=O)c4ccc(C(=O)O)cc4C3=O)c2)cc(C(=O)OC)c1,3.8,13.3,12.8,3.9,-14.8,-4.2,7.3,-10.0,9.4,2.8,-11.6
Cc1c(Cl)c([N+](=O)[O-])nn1CC(=O)NCC(C)C,-3.6,3.4,-3.6,-14.5,-2.8,5.9,-5.9,1.3,9.8,-4.9,6.7
Nc1ncnc2c1ccn2[C@H]1CN(Cc2ccc3c(c2)OCO3)C[C@@H](COC(=O)c2ccccc2)O1,-10.3,5.0,-12.5,1.0,4.7,8.3,-1.3,-6.2,-0.9,x,x
CCOc1ccc2oc(C(=O)NC3CC(C)(C)NC(C)(C)C3)c(C)c2c1,-1.6,10.7,-44.8,-19.7,0.1,3.5,16.5,1.7,0.2,-8.9,23.4
COc1cc(CNCc2cccs2)ccc1OCc1ccccc1,-0.7,-12.7,-5.0,-27.2,-8.7,-3.2,-9.3,-2.2,-17.5,-0.2,-17.1
O=C1[C@H](Cc2ccccc2)NCCCC[C@H](c2ccco2)N1Cc1ccccc1,-4.5,4.2,-5.3,-1.8,8.8,6.0,1.8,17.4,28.4,4.8,2.0

# This is a subset, so the mix of outcomes need not match the whole.
